# C8 TRAIL sens: sensitizes caspase-8 expressing cells to TRAIL | NB7+C8 cells + TRAIL, ATPlite viability luminescence | inhibition (viability loss, TRAIL sensitization), % at 10 µM | 1% of 360,000 active | AID 624354;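 active = compounds causing at least 50% loss of cell viability in the single-dose screen, relative to plate controls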
# Shn3 inh set2: reduces Shn3 3'UTR luciferase signal in osteoblasts; Clone20 osteoblast Shn3 3'UTR firefly luciferase, 24 h; 0.52% of 360,000 active; inhibition, % at 12.5 µM;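 active = mean inhibition of at least 75% with every replicate also reaching 75%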;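 note: 0% = median of neutral control wells and 100% = pilot-screen positive control compound; some compounds past the cut are filed as inactive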
# CF NFkB block: cystic fibrosis NF-kB activation inhibition. KKLEB NF-kB-GFP reporter, PAF-induced, GFP fluorescence overnight. inhibition, % at 5 µM. 0.86% of 360,000 active. AID 588850;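 active = at least 50% inhibition at 5 µM, scaled per plate between neutral and stimulator controls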;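 note: PAF is a Pseudomonas aeruginosa culture filtrate used as stimulus; plate controls were PAF-stimulated DMSO wells for no effect and unstimulated DMSO wells for full effect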
# NR2E3 ag-1: activates human photoreceptor nuclear receptor NR2E3; inhibition of corepressor binding, % at 4.78 µM; GST-NR2E3/biotin-RetCOR TR-FRET, 1536-well; AID 2300; 0.12% of 320,000 active;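 active = percent inhibition above the cutoff of mean plus 3 SD of all tested compounds, set per screening campaign, cut at about 20% in these data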;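 note: 0% = DMSO wells and 100% = biotin wells as full block of FRET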
# Target sequence (Q9Y5X4 whole entry, looked up): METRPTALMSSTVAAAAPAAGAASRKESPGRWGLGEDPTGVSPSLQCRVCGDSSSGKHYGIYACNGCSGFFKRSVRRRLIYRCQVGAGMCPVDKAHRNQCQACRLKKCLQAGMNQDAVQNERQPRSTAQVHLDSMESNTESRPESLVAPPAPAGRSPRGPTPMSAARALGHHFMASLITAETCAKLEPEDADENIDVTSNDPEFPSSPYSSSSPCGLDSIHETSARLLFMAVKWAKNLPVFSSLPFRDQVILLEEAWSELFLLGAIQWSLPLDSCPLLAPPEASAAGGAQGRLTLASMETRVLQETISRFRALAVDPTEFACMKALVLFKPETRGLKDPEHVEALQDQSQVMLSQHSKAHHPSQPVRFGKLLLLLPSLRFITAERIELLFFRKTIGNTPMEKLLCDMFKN
#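 Material: NR2E3–RetCOR corepressor complex / Amount: 1.35 nM GST-NR2E3 / Medium: Tris pH 7.5 / Compound: single nominal compound dose of 4.8 µM / Incubation: 5 h at 4 °C / Technique: TR-FRET, Eu(K)-anti-GST donor, streptavidin-D2 acceptor, ex 340, em 617/671 nm / Read-out basis: percent loss of FRET ratio relative to control wells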
# MITF TRPM1 inh: inhibitors of MITF-driven TRPM1 promoter in melanoma cells; SK-MEL-5 TRPM1 promoter luciferase, 24 h; AID 488899; 0.83% of 330,000 active; inhibition, % at 12.5 µM;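 active = mean inhibition across replicates of 60% or more, whatever share of single replicates reaches that level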; note: values of inactives mirror those of a sister screen read the other way
# hiPSC survival: hiPSC single-cell survival enhancement; ATPlite luminescence; 100% = ROCK inhibitor wells, 0% = DMSO; survival enhancement, % at 20 µM; 0.044% of 360,000 active; AID 602274; in the data active = survival enhancement above about 18%;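 note: cells exposed to compounds for 16 hours before the ATP read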
# LMP1 NFkB inh: reduces LMP1-driven NF-kappaB luciferase signal. inhibition, % at 12.5 µM. AID 504558. 0.69% of 350,000 active. LMP1-induced NF-kappaB luciferase reporter cells, luminescence; in the data active = inhibition above about 41%;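 note: 0% = neutral control wells and 100% = reference inhibitor control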
# NR2E3 ag-2: agonists of human NR2E3 nuclear receptor. 0.35% of 360,000 active. inhibition of corepressor binding, % at 3.98 µM. CHO-S Gal4-NCOR/VP16-NR2E3 two-hybrid, luciferase. AID 602229;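 active = inhibition above the mean of all tested compounds plus 3 SD, cut at about 70% in these data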;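 note: 0% = DMSO with NR2E3 transfected cells and 100% = cells lacking NR2E3 construct; higher means lower luciferase signal from less NR2E3 corepressor binding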
# Peg3 prom inh: inhibitors of Peg3 promoter; HeLa PEG-Prom luciferase reporter, luminescence, overnight; 1.7% of 360,000 active; inhibition, % at 20 µM;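 active = inhibition of at least 50% at 20 µM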
# HIF-2a inh: inhibitors of HIF-2a; inhibition, % at 18.8 µM; 0.72% of 360,000 active; 786-0 RCC cells HIF-2a reporter, luciferase luminescence, overnight;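 active = inhibition of the luminescence signal of 40% or more relative to plate controls, in a single-dose primary screen at 18.75 µM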
# KKLEB tox: counter-screen for CF NF-kB inhibitors: cytotoxicity | KKLEB CF airway cells viability, ATPlite luminescence, overnight; hits give low values; cells stimulated with P. aeruginosa culture filtrate | activity change (cytotoxicity), % at 5 µM | 0.36% of 360,000 active | AID 602141;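 active = corrected activity change at or below -50% at 5 µM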
# * hit, by the source's call; . = no result given. These rows are one share of the data (hit frequency here may not be typical).
# Under each structure – C8 TRAIL sens	Shn3 inh set2	CF NFkB block	NR2E3 ag-1	MITF TRPM1 inh	hiPSC survival	LMP1 NFkB inh	NR2E3 ag-2	Peg3 prom inh	HIF-2a inh	KKLEB tox
(1) CC12CCC3(CC1CCC1OC12)OCCO3 (stereo not given)
 : 5	17	-22	.	3	-1.7	2	-5	-10	6	3
(2) COCCCn1c(SCc2nnc(-c3ccccc3)o2)nc2sc3c(c2c1=O)CCC3
 : -9	6	12	5	8	-0.6	12	-22	11	2	-7
(3) CCN(CC)c1ccc(N2C(=O)/C(=C\c3cccnc3)SC2=S)cc1
 : -15	19	4	4	21	-2.3	15	-15	23	11	4
(4) CC[C@@H](C(=O)n1nc(C)cc1C)[C@H](NS(=O)(=O)c1ccc(C)cc1)c1ccccc1
 : -10	4	18	2	-1	-1.9	3	-9	10	12	1
(5) Cc1ccccc1C(=O)c1c[nH]c(C(=O)NCCCn2ccnc2)c1
 : -5	-8	20	2	12	-0.6	8	-36	16	18	9
(6) CCCCNC(=O)NNC(=O)COc1cccc(C)c1C
 : 18	5	-7	-1	-10	-1.1	-4	-46	12	11	10
(7) COC(=O)c1c(NC(=O)COC(=O)CNC(=O)c2cccc(OC(F)F)c2)sc(C)c1C
 : -11	-59	4	.	.	4.3	6	-5	-1	1	3
(8) Cc1cc2cc(CNC(=O)c3cccc([N+](=O)[O-])c3)ccc2[nH]1
 : -3	-7	-27	5	.	3.5	-1	-14	16	4	5
(9) Cc1ccc(-n2nnnc2SCn2nnc3ccccc3c2=O)cc1
 : 7	-9	-7	0	-25	1.1	-5	-67	-241	-192	-10
(10) CCn1c(CN2CCOCC2)nnc1SCC(=O)Nc1ccc(C(C)=O)cc1
 : 8	-10	-18	-1	18	-0.4	-2	-5	-20	-8	18
(11) CC1(C)Cc2nc3sc(C(N)=O)c(N)c3cc2CO1
 : 7	-11	10	2	-36	1.4	-21	-33	-58	-143	-12
(12) COc1ccc(C2C(=O)N(C3CCCCC3)CC(=O)N2CCc2ccccc2)cc1OC (stereo not given)
 : -5	31	-7	3	3	0.4	4	-23	17	10	-2
(13) COCCn1nnnc1C(c1cccs1)N1CCN(c2ccccc2)CC1 (stereo not given)
 : 3	6	-6	4	-1	-2.6	6	0	17	1	0
(14) Cc1ccccc1N1CC2=C(C1=O)C(c1ccccc1)NC(=O)N2C (stereo not given)
 : 9	9	12	1	0	0.4	5	-12	13	28	2
(15) COC(=O)c1c(N2C(=O)Nc3ccccc3N2O)sc2c1CCCC2
 : 18	-9	3	-2	-3	-1.1	-4	9	13	8	2
(16) Cc1cnc(C(=O)NC2CC(C)(C)Cc3c2cnn3-c2cccc(F)c2)cn1 (stereo not given)
 : 2	-5	17	2	-11	0.0	3	2	-29	-16	-16
(17) C/C(=N\NC(=O)CNC(=O)c1cccs1)c1ccc(Cl)c(Cl)c1
 : 23	-4	-5	3	-13	0.8	0	-25	12	-12	-5
(18) COc1ccc(-n2c(C)csc2=S)cc1
 : 5	2	-1	3	-2	-0.5	-4	4	15	12	-1
(19) COC(=O)c1ccccc1S(=O)(=O)N1CCC(C(=O)NCc2ccco2)CC1
 : -10	1	4	2	-1	-0.3	-7	-20	-1	6	-19
(20) Cc1ccc2nc(NC(=O)CSc3nc(=O)n(CCCN(C)C)c4c3CCC4)sc2c1
 : 7	-10	10	-2	-6	-0.5	-19	-62	-70	-56	1
(21) CCOc1ccccc1NC(=O)CSc1ccccc1
 : -1	3	4	-5	-14	-0.1	-3	-2	-15	5	20

# From entry 10 up to 21, copied from above:
# Under each structure – C8 TRAIL sens	Shn3 inh set2	CF NFkB block	NR2E3 ag-1	MITF TRPM1 inh	hiPSC survival	LMP1 NFkB inh	NR2E3 ag-2	Peg3 prom inh	HIF-2a inh	KKLEB tox
(10) CCn1c(CN2CCOCC2)nnc1SCC(=O)Nc1ccc(C(C)=O)cc1
 : 8	-10	-18	-1	18	-0.4	-2	-5	-20	-8	18
(11) CC1(C)Cc2nc3sc(C(N)=O)c(N)c3cc2CO1
 : 7	-11	10	2	-36	1.4	-21	-33	-58	-143	-12
(12) COc1ccc(C2C(=O)N(C3CCCCC3)CC(=O)N2CCc2ccccc2)cc1OC (stereo not given)
 : -5	31	-7	3	3	0.4	4	-23	17	10	-2
(13) COCCn1nnnc1C(c1cccs1)N1CCN(c2ccccc2)CC1 (stereo not given)
 : 3	6	-6	4	-1	-2.6	6	0	17	1	0
(14) Cc1ccccc1N1CC2=C(C1=O)C(c1ccccc1)NC(=O)N2C (stereo not given)
 : 9	9	12	1	0	0.4	5	-12	13	28	2
(15) COC(=O)c1c(N2C(=O)Nc3ccccc3N2O)sc2c1CCCC2
 : 18	-9	3	-2	-3	-1.1	-4	9	13	8	2
(16) Cc1cnc(C(=O)NC2CC(C)(C)Cc3c2cnn3-c2cccc(F)c2)cn1 (stereo not given)
 : 2	-5	17	2	-11	0.0	3	2	-29	-16	-16
(17) C/C(=N\NC(=O)CNC(=O)c1cccs1)c1ccc(Cl)c(Cl)c1
 : 23	-4	-5	3	-13	0.8	0	-25	12	-12	-5
(18) COc1ccc(-n2c(C)csc2=S)cc1
 : 5	2	-1	3	-2	-0.5	-4	4	15	12	-1
(19) COC(=O)c1ccccc1S(=O)(=O)N1CCC(C(=O)NCc2ccco2)CC1
 : -10	1	4	2	-1	-0.3	-7	-20	-1	6	-19
(20) Cc1ccc2nc(NC(=O)CSc3nc(=O)n(CCCN(C)C)c4c3CCC4)sc2c1
 : 7	-10	10	-2	-6	-0.5	-19	-62	-70	-56	1
(21) CCOc1ccccc1NC(=O)CSc1ccccc1
 : -1	3	4	-5	-14	-0.1	-3	-2	-15	5	20

# High-throughput results as filed in PubChem.
